M. tuberculosis HTS = M. tuberculosis growth inhibition, HTS (AID 449762); hit rate 0.59% among 330,000; M. tuberculosis H37Rv growth inhibition, 7H9 media; higher % means a stronger effect; inhibition, % at 25 µM; hits with a dose series show IC50 in µM; in the data active = a potency from the dose series; inconclusive = inhibition above about 70% without an active follow-up result;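 note: bacterial growth assessed after seven days of incubation; strong numbers were not always called active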
VEEV TC-83 Vero = inhibitors of VEEV TC-83 cytopathic effect, confirmation, Vero cells (AID 588727). Vero cells, VEEV TC-83 cytopathic effect inhibition; higher % means a stronger effect. inhibition, % at 20 µM; hits with a dose series show IC50 in µM. hit rate 0.13% among 350,000; in the data active = a potency from the dose series; inconclusive = inhibition mostly from about 14% at the one dose, without a potency; inactive = the rest, 99 in 100 with inhibition below about 12%; note: strong numbers were not always called active
Salmonella PhoP GFP = PhoP regulon inhibitors, Salmonella typhi PhoP promoter GFP reporter, confirmatory (AID 1850); inhibition, % at 50 µM; hits with a dose series show IC50 in µM; Salmonella Typhi PhoP-promoter GFP reporter, fluorescence, 4 h; higher % means a stronger effect; hit rate 0.33% among 310,000; in the data active = a potency from the dose series; inconclusive = inhibition mostly from about 25% at the one dose, without a potency; inactive = the rest, 99 in 100 with inhibition below about 19%;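 note: 0% = induced wells with vehicle and 100% = uninduced wells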
influenza NS1A = NS1A inhibition, H1N1 influenza, cell based functional assay (AID 504329); NS1A functional cell-based assay, percent inhibition; higher % means a stronger effect; inhibition, % at 12.5 µM, or IC50 in µM where a hit was titrated; hit rate 0.3% among 340,000; in the data active = a potency from the dose series; inconclusive = inhibition above about 27% without an active follow-up result; note: strong numbers were not always called active
M. tuberculosis = growth inhibition of non-replicating M. tuberculosis (AID 488890) | inhibition, % at 25 µM, or IC50 in µM where a hit was titrated | hit rate 0.39% among 320,000 | Mycobacterium tuberculosis non-replicating, growth inhibition; higher % means a stronger effect; in the data active = a potency from the dose series; inconclusive = inhibition mostly from about 82% at the one dose, without a potency; inactive = the rest, 99 in 100 with inhibition below about 76%;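 note: plate controls were DMSO cells for no effect and high antibiotic wells for full effect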
VEEV TC-83 Vero 10K pilot screen = also measured in VEEV TC-83 Vero; calls as there; inhibition, %; measured here: 10K pilot screen inhibition
Active calls of the source: *; i = inactive; ? = inconclusive; / = no result given. Hits appear at their usual frequency; about 1.5% have a hit in one of these screens.

SMILES	M. tuberculosis HTS	VEEV TC-83 Vero	Salmonella PhoP GFP	influenza NS1A	M. tuberculosis	others
COC(=O)CC(=O)N1CCN(c2ccc(Cl)c(Cl)c2)CC1	20µM*	0.2%	4.1%	3.0%	5.82µM*
CCCNC(=O)c1ccc(OC)cc1OC	-3.1%	i	-8.8%	-9.1%	-23.4%
Cn1cc(C(=O)NCN2CCCCC2)c2ccccc21	3.7%	0.8%	10.8%	-3.5%	1.1%
CCOC(=O)N/N=C/C(Cl)=C/c1ccccc1	-3.0%	4.4%	-4.7%	-2.6%	27.5%
Oc1ccc(Cl)cc1CNc1cccc2cccnc12	9.8%	1.3%	-0.1%	3.5%	45.2%
CCOC(=O)c1cn(Cc2cccc(Cl)c2)nn1	-9.1%	0.3%	4.5%	-2.0%	8.03µM*
CNC(=O)c1sc(-c2cccs2)nc1C	-0.3%	0.5%	11.1%	6.5%	-5.9%
CCC(C)c1ccc(NC(=O)c2cnn3c(C(F)F)cc(C)nc23)cc1 (stereo not drawn)	13.0%	0.2%	6.4%	/	4.4%
CCOC(=O)c1ccccc1NC(=O)CSc1nc2ccncc2[nH]1	-0.3%	i	7.8%	13.5%	15.7%
FC(F)(F)c1cccc(NC(=S)NCC(c2cccnc2)N2CCOCC2)c1 (stereo not drawn)	2.3%	0.5%	-1.2%	5.0%	39.0%
CCOC(=O)N1CCN(C(=O)c2cc(COc3cccc(C(C)=O)c3)on2)CC1	1.9%	5.6%	0.2%	15.9%	42.8%
O=C(Nc1ccc(Cl)c(S(=O)(=O)N2CCOCC2)c1)c1n[nH]c(=O)c2ccccc12	2.5%	6.0%	/	-12.2%	3.0%
O=C(CC(c1ccccc1)c1ccccc1)N1CCN(c2ccccn2)CC1	-8.6%	7.0%	2.2%	1.7%	33.2%
O=C(NCCCN1CCCC1=O)c1cc2c(s1)CCCCC2	-5.8%	0.7%	7.2%	-13.3%	-5.3%
CCCCn1c(NC(=S)Nc2ccccc2)nc2ccccc21	2.6%	i	-2.3%	14.1%	75.4%
O=C(NC(=S)Nc1ccc(Cc2ccncc2)cc1)c1ccccc1Cl	-1.0%	1.3%	-6.7%	-6.9%	-8.8%	VEEV TC-83 Vero 10K pilot screen=1.1
C[C@@H](CN1CCC(Cc2ccccc2)CC1)[C@@H](O)c1ccc(O)cc1	-5.3%	0.2%	1.4%	3.5%	10.6%
O=C(N/N=C/c1cccc([N+](=O)[O-])c1)c1cccc2cc[nH]c12	2.8%	4.7%	-2.4%	-3.1%	-9.9%
CS(=O)(=O)c1ccc(C(=O)N2CCN(Cc3ccccc3)CC2)cc1	3.5%	1.2%	-8.1%	-13.0%	1.8%
COC(=O)C1=C(N)Oc2cc(C)n(CC3CCCO3)c(=O)c2C1c1ccccc1 (stereo not drawn)	-4.8%	3.0%	4.2%	-5.5%	/
Nc1c(S(=O)(=O)c2cccc(Cl)c2)c2nc3ccccc3nc2n1CCN1CCOCC1	-7.5%	i	-6.8%	-6.9%	-4.3%	VEEV TC-83 Vero 10K pilot screen=0.2
CCOC(=O)CC1C(=O)NCCN1S(=O)(=O)c1ccc(C)cc1 (stereo not drawn)	-12.2%	1.6%	7.3%	-5.7%	-1.3%
CCOC(=O)c1ccc(N2C(=O)CC(C3CCCO3)C2=O)cc1 (stereo not drawn)	0.0%	1.2%	-0.6%	10.0%	-12.2%
COc1ccccc1C(=O)Nc1ccc(OCC(=O)N2CC(C)CC(C)C2)cc1 (stereo not drawn)	6.2%	0.1%	/	5.4%	5.1%
c1coc(Cn2c(SCc3nc4ccccc4[nH]3)nnc2-c2cnccn2)c1	4.9%	7.3%	5.3%	3.8%	12.6%
COc1ccc(S(=O)(=O)N2CCN(C)CC2)cc1NC(=O)c1ccccc1	-6.6%	i	5.8%	8.7%	-22.5%
O=C(NCCC1=CCCCC1)c1ccc(Cl)c([N+](=O)[O-])c1	43.4%	i	-1.0%	-2.7%	52.4%
CC(=O)C[C@@H](O)CC(=O)[C@H]1OC(=O)[C@@H](C)C/C=C\Cc2ccccc21	-4.7%	i	/	-7.8%	-3.8%
CCN1CCN(C(=O)c2c(-c3c(F)cccc3Cl)noc2C)CC1	13.6%	0.5%	-10.8%	2.6%	1.2%
Cc1cnc(CNC(=O)CC2C(=O)NCCN2Cc2ccccc2F)cn1 (stereo not drawn)	-3.2%	0.5%	-12.6%	-1.5%	-3.8%
CCCN1CCC(NC(=O)CCc2nnc(-c3ccccc3)o2)CC1	-4.0%	2.0%	-6.6%	-5.4%	-30.4%
COc1cc(NC(=O)C2=CC(c3ccc(C)cc3)=NS(=O)(=O)N2C)cc(OC)c1OC	-4.0%	9.1%	-9.5%	5.9%	5.7%
Cc1cc(O)c(C(=O)/C=C/c2ccc(C(C)C)cc2)c(=O)o1	?	3.2%	12.2%	-2.5%	?
COc1cc(SC)ccc1C(=O)Nc1nccs1	2.6%	9.1%	17.7%	1.9%	0.5%
CCN(CC)C(=O)CSc1nc(O)cc(=O)n1CC	3.7%	0.1%	6.4%	-1.3%	-9.7%
Cc1cccc(NC(=O)CNC(=O)Cn2ncc(Cl)c(Cl)c2=O)c1C	18.6%	?	/	-1.6%	45.2%
CC/C(=N\NC(=O)C1CCCC1)c1cccc(Br)c1	-20.0%	4.0%	-2.6%	-8.3%	-12.6%
Cc1ccc(S(=O)(=O)N2CCCCCC2)cc1C(=O)NCc1ccccn1	4.5%	0.4%	12.7%	10.5%	6.9%
OCCC1CN(Cc2cccc3c2OCO3)CCN1C1CCCC1 (stereo not drawn)	0.3%	0.7%	-7.9%	-4.0%	7.8%	VEEV TC-83 Vero 10K pilot screen=0.6
O=c1[nH]cnc(O)c1Nc1cccc(Cl)c1	/	0.6%	/	0.8%	/
O=C(NN=C1CCN(Cc2ccccc2)CC1)c1ccccc1O	3.2%	0.7%	0.8%	-0.9%	19.4%
Cc1ccc(C(=O)NCC(=O)OC2CCCCC2=O)cc1C (stereo not drawn)	-6.4%	1.6%	/	3.4%	-10.6%
CCOC(=O)C1CCN(/C=C2/C(=O)NC(=O)N(c3cccc(C)c3C)C2=O)CC1	3.4%	0.1%	-8.3%	-5.6%	1.0%
COC(=O)c1ccc2[nH]ccc2c1	-6.0%	0.1%	4.0%	7.8%	-6.7%	VEEV TC-83 Vero 10K pilot screen=0.9
CCc1ccccc1NC(=O)CSc1nc2ccccc2nc1N1CCOCC1	-2.2%	1.0%	-0.1%	1.3%	3.3%	VEEV TC-83 Vero 10K pilot screen=6.4
O=C(CCCN1C(=O)[C@H]2CC=CC[C@H]2C1=O)NCc1nc(-c2ccccc2)no1	2.3%	i	-6.6%	8.4%	-2.4%
CN(Cc1cccnc1)C(=O)c1cc(COc2ccc3c(c2)CCCC3)on1	?	3.1%	0.4%	-11.8%	72.6%
Cc1nc2ccc(Cl)cc2c(-c2ccccc2)c1C(=O)O	8.7%	i	-0.8%	-11.6%	17.6%
Cc1ccc2oc3nc(C)c(C(=O)O)cc3c(=O)c2c1	-3.8%	i	-29.5%	5.1%	/
Cc1cccc(NC(=O)c2ccc(S(=O)(=O)N3CCCC3)cc2)c1C	-2.8%	1.7%	10.4%	3.4%	6.9%

Carrying on.
SMILES	M. tuberculosis HTS	VEEV TC-83 Vero	Salmonella PhoP GFP	influenza NS1A	M. tuberculosis	others
O=C(Nc1ccc2c(c1)OCCO2)C(=S)NCc1ccccc1	-10.8%	0.6%	25.6%	-2.2%	2.2%
O=C(c1cc(Cl)ccc1[N+](=O)[O-])n1cnc2ccccc21	-6.9%	0.1%	11.1%	0.7%	-1.2%
CCN(CC)CCOc1cccc(C(C)C)c1	1.6%	0.9%	-17.0%	3.3%	5.7%
CCOC(=O)[C@H]1[C@H]2COc3ccc(Cl)cc3[C@@H]2N2C(=O)[C@H](C)NC(=O)[C@@]12C	/	0.3%	/	-0.5%	/
O=S(=O)(c1ccc(Cl)nc1)N1CCCC1	8.1%	0.9%	/	-5.8%	0.2%
O=C(Cc1ccc(S(=O)(=O)N2CCOCC2)s1)Nc1cc(Cl)ccc1Cl	-8.6%	0.1%	/	3.7%	-1.5%
Cc1ccc(O)c(C(=O)C=Cc2ccccc2)c1	/	12.5%	/	11.5%	/
O=c1c2c3c(sc2n(CCN2CCCC2)c(=O)n1Cc1ccco1)CCCCC3	56.1%	i	1.1%	0.9%	52.1%
CC(=O)Nc1cccc(NC(=O)c2ccc3[nH]c(C)c(C)c3c2)c1	-4.3%	2.6%	-0.7%	1.6%	2.9%
C=CCNC(=O)O/N=C/c1csc([N+](=O)[O-])c1	-7.5%	i	-15.6%	/	0.2%
OCCC1CN(Cc2cccn2-c2ncccn2)CCN1Cc1ccccc1 (stereo not drawn)	-5.2%	0.6%	6.6%	-2.7%	8.7%
Cn1c(SCC(=O)NCc2ccccc2)nc2c([nH]c3ccccc32)c1=O	5.6%	/	-0.8%	/	22.8%
CCC(C)NC(=O)CN(c1cc(Cl)ccc1OC)S(C)(=O)=O (stereo not drawn)	0.8%	0.2%	-6.3%	-9.5%	-7.5%
CCOC(=O)c1c(NC(=O)CSc2nc3cc(Cl)ccc3s2)sc(C(C)=O)c1C	2.7%	/	-0.1%	/	2.4%
CCOC(=O)C1=C(C)N=C2SC(C)C(=O)N2C1c1ccc(C(=O)OC)cc1 (stereo not drawn)	7.4%	0.9%	-0.1%	2.6%	16.4%
Cc1onc(-c2ccccc2Cl)c1C(=O)NCCN1CCOCC1	-1.9%	0.3%	13.3%	0.8%	5.0%
COc1ccccc1N1Cc2ccc(OC)c(OC)c2C1=O	-6.2%	0.3%	-2.8%	15.5%	-9.7%
CCOC(=O)c1sc(N2C(=O)C(O)=C(C(=O)c3ccco3)C2c2cccc([N+](=O)[O-])c2)nc1C (stereo not drawn)	-4.7%	8.0%	-2.1%	10.4%	52.8%
Cc1scc(C(=O)NCc2ccco2)c1-c1ccccc1	?	1.3%	-3.2%	0.6%	67.2%
COCC(C)NC(=O)Cc1ccc(Cl)cc1 (stereo not drawn)	4.8%	2.6%	7.2%	-8.1%	-5.0%

No new results follow: three of the compounds above.
SMILES	M. tuberculosis HTS	VEEV TC-83 Vero	Salmonella PhoP GFP	influenza NS1A	M. tuberculosis	others
CCOC(=O)c1sc(N2C(=O)C(O)=C(C(=O)c3ccco3)C2c2cccc([N+](=O)[O-])c2)nc1C (stereo not drawn)	-4.7%	8.0%	-2.1%	10.4%	52.8%
Cc1scc(C(=O)NCc2ccco2)c1-c1ccccc1	?	1.3%	-3.2%	0.6%	67.2%
COCC(C)NC(=O)Cc1ccc(Cl)cc1 (stereo not drawn)	4.8%	2.6%	7.2%	-8.1%	-5.0%

(cont.)
SMILES	M. tuberculosis HTS	VEEV TC-83 Vero	Salmonella PhoP GFP	influenza NS1A	M. tuberculosis	others
COc1ccc(NC(=O)N(CCC(C)C)C(C)c2ccccn2)c(OC)c1 (stereo not drawn)	0.5%	2.3%	1.5%	14.2%	/
COc1cccc(N(CC(=O)N2CCCCCC2)S(C)(=O)=O)c1	5.7%	1.2%	-5.9%	0.7%	-10.1%
CC1CC(C)CN(c2cc(N(C)CCO)c([N+](=O)[O-])c3nonc23)C1 (stereo not drawn)	-6.7%	0.4%	5.1%	5.4%	-4.1%
Cc1nc([N+](=O)[O-])cn1CCC#N	2.7%	0.6%	8.7%	-2.8%	-14.0%
CCSc1sccc1C1C(C#N)=C(N)N(c2cccnc2)C2=C1C(=O)CC(C)(C)C2 (stereo not drawn)	-7.0%	5.4%	0.2%	7.5%	39.1%
Nc1nc(CSc2ccccn2)nc(Nc2ccccc2)n1	3.0%	7.2%	1.7%	3.0%	2.3%	VEEV TC-83 Vero 10K pilot screen=4.9
COc1cccc(C(=O)NC2CCN(CC(=O)Nc3nccs3)CC2)c1	-8.2%	7.0%	-0.2%	-2.2%	-2.6%
CC(Cl)C(=O)Nc1cc(C(C)(C)C)nn1-c1ccccc1 (stereo not drawn)	2.5%	0.7%	0.8%	-12.7%	-0.9%
Cc1cc(C)cc(NC(=O)Cn2nnc(C(=O)NCCc3ccccc3)c2N)c1	-2.0%	1.2%	0.8%	-5.0%	-6.4%
Clc1ccc(CNc2ccc(CNc3ncn[nH]3)cc2)c(Cl)c1	4.3%	1.9%	-3.5%	14.2%	-2.9%
O=C(c1ccccc1)c1ccccc1N1C(=O)C=CC1=O	-12.8%	0.3%	2.8%	-2.6%	13.5%
O=C(CN(C(=O)CNS(=O)(=O)c1ccccc1)c1ccc(F)cc1)NCc1ccco1	-0.7%	i	-2.4%	15.8%	4.2%
c1cnc(-c2noc(CN3CCN(C4CCCC4)CC3)n2)cn1	-4.0%	1.3%	-4.2%	-3.3%	5.7%
CC(=O)Nc1ccc(S(=O)(=O)Nc2cccc3cccnc23)cc1	45.2%	3.1%	-2.0%	0.8%	?

Screens as filed in PubChem.
